# Bioassay records (PubChem BioAssay)
# hcDAF12 agonist: H. contortus DAF-12 nuclear receptor activators, primary screen, cell-based, luminescence, HEK293, lit1-tk-luc reporter | AID 652067, 2013 | HEK293 hcDAF-12 lit1-tk-luc reporter; 0% DMSO, 100% Δ7-dafachronic acid | actives 1.4% (n = 370,000) | activation, % at 6.8 µM;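 active means activation above the mean of all tested compounds plus 3 SD, cut at about 5.5% in these data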;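 further: 100% = response to 3 µM Δ7-dafachronic acid high control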
# hgDAF12 agonist: H. glycines DAF-12 receptor agonists, primary screen, cell-based, luminescence, HEK293, GAL4 fusion, UAS-luciferase. HEK293 GAL4-hgDAF12 UAS-luciferase reporter, agonist luminescence; normalized to butyrate control. activation, % at 6.8 µM. actives 1.8% (n = 370,000). AID 687014, 2013;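 active means activation above a cutoff set at the mean of all screened compounds plus 3 SD, cut at about 10% in these data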;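 further: 0% = DMSO wells and 100% = sodium butyrate wells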
# DAX1 inh-1: DAX1 (NR0B1) inhibitors, primary screen, cell-based, HEK293, Gal4-DAX1, luciferase luminescence; Nuclear receptor subfamily 0 group B member 1 (Homo sapiens), P51843; HEK293 Gal4-DAX1 luciferase reporter; inhibition, % at 6.75 µM; actives 0.99% (n = 340,000); AID 504766, 2011;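 active means inhibition above the mean over all tested compounds plus 3 SD, cut at about 4.2% in these data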;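 further: 0% = DAX1-transfected cells with DMSO and 100% = empty-vector control cells with DMSO; inhibition shows as a rise in luminescence from relieved DAX1 repression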
# Target sequence (P51843 207-470 limits assumed): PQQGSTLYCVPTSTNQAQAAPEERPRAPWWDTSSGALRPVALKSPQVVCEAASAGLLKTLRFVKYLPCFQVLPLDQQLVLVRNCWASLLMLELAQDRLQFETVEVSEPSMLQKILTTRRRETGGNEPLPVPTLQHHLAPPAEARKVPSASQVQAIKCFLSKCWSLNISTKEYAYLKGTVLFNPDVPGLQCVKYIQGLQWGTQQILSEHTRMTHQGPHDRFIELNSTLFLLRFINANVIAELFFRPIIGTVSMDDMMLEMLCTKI
# GC-A act: GC-A stimulated cGMP production enhancers – HEK293 GC-A cells, cGMP TR-FRET, EC30 ANP, primary screen; Atrial natriuretic peptide receptor 1 (Homo sapiens), P16066; 0% at EC30 ANP, 100% saturating ANP; activation, % at 10 µM; actives 0.14% (n = 370,000); AID 1671463, 2021; in the data active means activation above about 40%
# ADAM10 inh: human ADAM10 inhibitors, primary screen, biochemical, QFRET, HTS. recombinant ADAM10, EDANS/DABCYL FRET peptide cleavage, 3 h. inhibition, % at 7 µM. actives 0.62% (n = 370,000);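 active means inhibition above a per-campaign cutoff equal to the mean of compounds falling between control-based bounds plus 3 SD, cut at about 20% in these data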;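 further: 0% = DMSO wells while the 100% control is not disclosed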
# ADAM17 inh: ADAM17 inhibitors, primary screen, biochemical, QFRET | recombinant ADAM17, EDANS/DABCYL FRET peptide cleavage | inhibition, % at 6.95 µM | actives 0.83% (n = 370,000);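 active means inhibition above the mean of compounds lying between control limits plus 3 SD, set per campaign, cut at about 8.5% in these data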;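 further: 0% = DMSO-only wells as the low control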
# Target sequence (P78536 215-824 limits assumed): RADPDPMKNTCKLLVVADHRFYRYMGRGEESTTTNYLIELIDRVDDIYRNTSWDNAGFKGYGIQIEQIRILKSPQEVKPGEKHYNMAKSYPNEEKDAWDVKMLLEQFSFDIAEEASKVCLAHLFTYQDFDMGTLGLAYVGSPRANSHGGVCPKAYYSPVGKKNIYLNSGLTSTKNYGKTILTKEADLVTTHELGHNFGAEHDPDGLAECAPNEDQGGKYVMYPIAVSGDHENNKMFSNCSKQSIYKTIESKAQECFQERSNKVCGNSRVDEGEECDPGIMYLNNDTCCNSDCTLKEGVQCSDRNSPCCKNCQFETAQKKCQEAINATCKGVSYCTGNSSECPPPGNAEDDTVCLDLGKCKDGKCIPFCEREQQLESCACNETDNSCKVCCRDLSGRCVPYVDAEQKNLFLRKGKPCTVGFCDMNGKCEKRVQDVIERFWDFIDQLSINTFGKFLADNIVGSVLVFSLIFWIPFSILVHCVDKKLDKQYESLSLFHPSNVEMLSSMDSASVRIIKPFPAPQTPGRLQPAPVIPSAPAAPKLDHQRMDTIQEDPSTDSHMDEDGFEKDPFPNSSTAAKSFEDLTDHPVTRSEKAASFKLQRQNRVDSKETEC
# DAX1 inh-2: DAX1 (NR0B1) inhibitors on StAR promoter, primary screen, cell-based, luminescence, SF-1 (NR5A1), full-length DAX-1. HEK293T StAR-luciferase reporter, SF-1/DAX-1 repression relief. inhibition, % at 6.8 µM. actives 1.1% (n = 370,000). AID 652010, 2013;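 active means inhibition above the mean over all tested compounds plus 3 SD, cut at about 3.6% in these data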;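 further: 0% = DAX-1 cells with DMSO and 100% = cells lacking DAX-1 with DMSO; higher inhibition means more luminescence from relief of DAX-1 repression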
# PG9 binder: binders of HIV-1 gp120 antibody PG9, primary screen, biochemical, TR-FRET. TR-FRET gp120-PG9 antibody binding. HIV-1 gp120 / PG9 antibody interaction. actives 0.43% (n = 360,000). AID 624416, 2012. inhibition, % at 6.7 µM; in the data active means inhibition above about 8.5%
# GAA850 FXN act: FXN promoter activators, primary screen, cell-based, luciferase luminescence, HEK293 lucGAA850; HEK293 lucGAA850 FXN promoter luciferase reporter, 24 h; percent of 10 µM SAHA response; activation, % at 6 µM; actives 0.56% (n = 360,000);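 active means activation above the average of all compounds screened plus 3 SD, cutoff fixed separately per campaign, cut at about 7.5% in these data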;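 further: 0% = DMSO wells and 100% = 10 µM SAHA wells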
# ssDAF-12 act: S. stercoralis DAF-12 nuclear receptor activators, primary screen, cell-based, luminescence, HEK293, GRIP1 co-expression, lit1-tk-luc. Nuclear hormone receptor DAF-12 (Strongyloides stercoralis). HEK293 ssDAF-12/GRIP1 lit1-tk-luc reporter; % of 3 µM dafachronic acid response. activation, % at 6.8 µM. actives 1% (n = 370,000). AID 652126, 2013;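 active means activation above the mean over all tested compounds plus 3 SD, cut at about 0.9% in these data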;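 further: 0% = DMSO-only wells and 100% = 3 µM delta7-dafachronic acid wells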
# SMARCA2 act: SMARCA2 (BRM) function activators, primary screen, cell-based, luminescence, high throughput; MG213 cells, MMTV-luciferase reporter, dexamethasone, overnight; AID 652017, 2013; activation, % at 9.1 µM; actives 1% (n = 370,000); in the data active means activation above about 7.8%;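 further: 0% = vehicle wells and 100% = reference activator wells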
# Numbers without * were called inactive; . = not tested or not shown.
Structure,hcDAF12 agonist,hgDAF12 agonist,DAX1 inh-1,GC-A act,ADAM10 inh,ADAM17 inh,DAX1 inh-2,PG9 binder,GAA850 FXN act,ssDAF-12 act,SMARCA2 act
CC(C)(C)c1ccc(OCCCN2CCCC2)cc1,0.9,4.3,-0.5,1,0,-4,0.0,-1.0,1.8,-1.0,-1
CCOC(=O)c1c(N)c(C#N)c2n1CCCC2,-1.7,-0.9,0.6,-3,0,-3,0.1,-0.8,2.3,-0.8,1
COc1ccc(NC(=O)CN2CCC3(O)CCCCC3C2c2cc(OC)ccc2OC)cc1 (configuration not stated),-1.2,-1.4,-0.8,2,1,0,0.4,-2.2,-2.4,-1.3,1
CCOc1ccccc1N1CCN(C(=O)c2cc3c(C)cc(C)cc3[nH]2)CC1,4.4,1.4,-0.6,-1,11,8,-0.1,-0.6,2.4,-0.7,-3
O=C(NC1CCCCC1)NC1CC2CCC(C1)N2C(=S)NCc1ccco1 (configuration not stated),-2.6,-1.1,-0.1,-6,-8,-4,0.9,-0.2,-1.0,-1.5,-2
O=C(CN(C(=O)c1csnn1)c1ccc(F)c(Cl)c1)NC1CCCC1,-0.8,1.2,0.7,-1,4,-1,0.1,-0.8,-0.7,-1.1,3
Cc1cccc(NC(=S)N2CCC(NC(=O)c3ccco3)CC2)c1,-1.1,-1.0,0.9,2,0,1,1.2,-1.5,1.1,-0.6,1
Cn1c(COc2ccc([N+](=O)[O-])cc2)nnc1SCC(N)=O,0.0,2.2,1.9,6,2,-7,0.3,-0.1,2.0,-0.7,-3
CC(C)NC(=O)COC(=O)c1ccc(S(=O)(=O)N2CCCC2)cc1,-1.4,-0.8,-0.8,3,-5,-2,-0.2,0.2,1.6,-1.5,3
O=S(=O)(Nc1cccc(-n2cnnn2)c1)c1cc(Cl)ccc1Cl,-2.5,0.3,0.5,6,-7,0,-0.5,-0.3,1.5,-0.8,-3
COc1ccc(OC)c(NC(=O)COC(=O)/C=C/c2c(C)nn(C3CCS(=O)(=O)C3)c2Cl)c1 (configuration not stated),-2.4,-0.5,0.1,-5,-1,-6,-0.1,-0.4,0.3,-1.1,0
Cc1ccccc1-n1c(=O)cc(NCc2ccc3c(c2)OCO3)[nH]c1=O,1.0,1.0,0.1,6,-1,-1,-0.1,-0.3,-1.2,-1.4,-2
COc1ccc(/C=C/C(=O)c2cc3c(cc2N)OCO3)cc1,2.1,8.5,0.0,-8,-43,-12,1.0,-3.4,5.5,0.1,5
O=C(Nc1cccc2c1CCCC2)c1cc(C2CCCCN2S(=O)(=O)c2cccs2)on1 (configuration not stated),-1.7,-0.7,.,0,6,3,-0.5,-0.9,1.2,-1.6,-4
Cc1ccc(C(=O)OCC(=O)Nc2ccc(C)c(S(=O)(=O)N3CCCCC3)c2)o1,-1.4,3.5,2.4,-2,-9,1,0.4,-0.1,-0.5,-0.9,-4
Cc1cccc(C)c1-n1nnnc1C1(C)CCC(=O)N1Cc1cccs1 (configuration not stated),-0.4,2.0,.,-3,-6,-3,1.3,0.4,.,-0.6,-2
CCN(C(=O)CSc1nc(-c2cccs2)nc2ccccc12)C1CCS(=O)(=O)C1 (configuration not stated),-1.4,0.2,-0.9,-3,-175,-44,0.2,1.5,0.8,-1.4,-5
C[C@H]1[C@H](C)CC[C@]2(C)CC[C@]3(C)C(=CC(=O)C4[C@@]5(C)CC[C@H](O)C(C)(C)C5CC[C@]43C)[C@H]12 (some centres not stated),0.1,-0.2,-0.3,0,9,3,0.6,-2.7,0.4,-1.0,-1
CC(=O)c1c(C)nn(C(=O)N2CCOCC2)c1C,-0.7,-2.2,1.1,0,0,3,0.7,2.0,-1.4,-1.0,-5
Cc1ccc(C)c(Cn2nnc3c(=O)[nH]c(C4CCCN(S(=O)(=O)Cc5ccccc5)C4)nc32)c1 (configuration not stated),-2.0,-1.3,1.4,-6,-2,0,0.5,-2.4,0.4,-0.9,5
O=c1/c(=C/c2ccccn2)sc2n1CN(c1ccccc1)CN=2,-0.7,5.8,0.4,-4,-5,-2,0.0,-2.2,2.9,-0.5,2
CN(CC(=O)NCC1COc2ccccc2O1)S(=O)(=O)c1ccc(Cl)cc1 (configuration not stated),1.2,-3.3,-0.2,-4,0,0,-1.1,-1.2,-2.5,-1.4,1
O=C1COC(c2ccccc2)C2CCCCN12 (configuration not stated),0.5,-0.4,-0.5,3,4,6,-0.5,-1.5,1.1,-1.5,-2
Cc1ccc(C(=O)NCCn2ccc3ccccc32)cc1[N+](=O)[O-],-0.4,2.2,-1.5,-3,-3,-2,0.1,-0.6,1.3,-1.2,-1
O=C1CCCC(O)=C1N=Nc1cccc(C(=O)O)c1,-0.1,4.2,-1.7,1,-3,-1,1.4,-2.2,2.6,-0.3,3
CCCCNS(=O)(=O)CCNCc1ccccc1OC,2.1,3.5,-0.4,-2,-15,-5,-0.3,0.6,-2.2,-0.6,-3
O=C(NCCO)OC1CC2CC1[C@H]1CCCCN1C2=O (some centres not stated),-1.0,3.6,.,1,-9,1,-0.1,1.4,.,-0.7,-1
COc1ccc(N2CCOCC2)c(NC(=O)COc2cccc(C)c2)c1,0.7,-2.7,0.9,-9,4,3,2.6,-0.5,0.2,-0.7,0
COc1ccc(OC)c(N(CC(=O)Nc2ccccc2C(=O)NCc2ccco2)S(C)(=O)=O)c1,-0.4,-0.6,-1.6,-7,1,-1,-0.5,-0.7,-0.2,-1.5,-2
COc1cc(/C=N/NC(=O)CC#N)cc(Br)c1O,-0.2,0.4,1.2,-11,-107,-36,0.9,-8.8,2.3,-1.8,-1
O=S(=O)(c1ccccc1)c1nc(-c2cccs2)oc1NCCCn1ccnc1,-0.4,0.8,-0.5,-4,-2,-4,-0.2,-2.1,-0.9,-1.0,0
CCOC(=O)c1c(NC(=O)C2CCCO2)sc(C(=O)OC(C)(C)C)c1C (configuration not stated),0.9,-0.9,-0.8,2,1,4,0.3,1.3,0.4,-0.6,-3
COc1ccc(OC)c(C(=O)c2ccc([N+](=O)[O-])cc2)c1,-0.2,1.6,0.1,1,-13,-4,-1.4,1.5,-0.6,-1.3,-4
CC(C)Oc1nc(-c2ccccc2O)nc2ccccc12,0.5,2.8,-0.7,3,8,0,-0.2,-0.1,1.3,-0.4,1
COc1ccc2cc3c(N)nn(C(=O)c4ccc(F)cc4)c3nc2c1,-1.3,12*,0.3,-1,10,0,0.1,0.5,-7.1,-1.6,-3
O=C(c1cccc([N+](=O)[O-])c1)N1CC2C3C=CC(C3)C2C1 (configuration not stated),1.8,-3.8,-0.4,6,-1,0,-0.7,-0.4,0.3,-0.9,-1
FC(F)Oc1ccc(/C=N/c2c(-c3ccc(OC(F)F)cc3)nc3n2CCS3)cc1,1.0,2.0,0.8,-4,3,-1,0.7,-1.0,1.5,-1.1,-1
COc1ccc(NC2=CC(c3cccc(OC)c3)N(c3ccc(OC)cc3)C2=O)cc1 (configuration not stated),0.4,2.3,-0.2,-1,8,3,0.7,-2.4,2.7,-0.3,2
Cc1nc2sccc2c(=O)n1-c1cccc(Cl)c1,-1.1,0.6,-0.1,1,8,1,1.2,0.7,2.4,-0.8,5
CC1COC2C(O1)N(S(C)(=O)=O)CCN2S(C)(=O)=O (configuration not stated),0.6,0.7,0.5,3,2,-5,0.3,-2.3,-0.3,-1.2,-4
COc1ccccc1N1CCN(C2CC(=O)N(c3cccc(Br)c3)C2=O)CC1 (configuration not stated),-1.7,-0.4,-0.8,-4,5,2,-0.1,1.1,1.7,-0.2,-1
O=C(c1ccccc1)c1ccc(N2CCN(C(=O)c3cccc(F)c3F)CC2)c(F)c1,-3.0,-3.0,-0.3,-2,-3,6,-5.1,-3.2,-1.3,-1.5,-3
Cn1c2ccccc2c2ncn(Cc3ccco3)c(=O)c21,2.2,-0.2,1.0,4,-236,-66,0.1,1.3,-1.3,-0.1,-2
O=C(NC(=S)Nc1ccc2[nH]c(=O)[nH]c2c1)c1ccccc1[N+](=O)[O-],-1.3,2.2,0.2,0,-7,2,1.7,-2.5,2.7,-0.4,1
COc1ccc2[nH]cc(CCNC(=O)C3CCCO3)c2c1 (configuration not stated),-0.6,-4.9,1.3,4,-6,-4,-0.4,-3.4,1.4,-1.5,2
CCOc1ccc(C2(C)CC(=O)N(C)C2=O)cc1 (configuration not stated),0.1,0.4,2.4,-2,-2,-1,0.1,-1.2,0.2,-1.4,-1

# In the list so far, 6 have a thiophene ring, fused or not.
Structure,hcDAF12 agonist,hgDAF12 agonist,DAX1 inh-1,GC-A act,ADAM10 inh,ADAM17 inh,DAX1 inh-2,PG9 binder,GAA850 FXN act,ssDAF-12 act,SMARCA2 act
O=C(Nc1cccc2c1CCCC2)c1cc(C2CCCCN2S(=O)(=O)c2cccs2)on1 (configuration not stated),-1.7,-0.7,.,0,6,3,-0.5,-0.9,1.2,-1.6,-4
Cc1cccc(C)c1-n1nnnc1C1(C)CCC(=O)N1Cc1cccs1 (configuration not stated),-0.4,2.0,.,-3,-6,-3,1.3,0.4,.,-0.6,-2
CCN(C(=O)CSc1nc(-c2cccs2)nc2ccccc12)C1CCS(=O)(=O)C1 (configuration not stated),-1.4,0.2,-0.9,-3,-175,-44,0.2,1.5,0.8,-1.4,-5
O=S(=O)(c1ccccc1)c1nc(-c2cccs2)oc1NCCCn1ccnc1,-0.4,0.8,-0.5,-4,-2,-4,-0.2,-2.1,-0.9,-1.0,0
CCOC(=O)c1c(NC(=O)C2CCCO2)sc(C(=O)OC(C)(C)C)c1C (configuration not stated),0.9,-0.9,-0.8,2,1,4,0.3,1.3,0.4,-0.6,-3
Cc1nc2sccc2c(=O)n1-c1cccc(Cl)c1,-1.1,0.6,-0.1,1,8,1,1.2,0.7,2.4,-0.8,5
